Screens: PubChem BioAssay, National Center for Advancing Translational Sciences (NCATS)
PTAP TSG101 blk: blocks PTAP/TSG101 interaction to inhibit HIV-1 budding; Q99816; Fluorescence polarization, FITC-PTAP peptide / Tsg101 binding; Potency, µM (series often up to 115 µM), without a hit: at the highest dose activity change, negative = inhibition, most hits filed as inhibitors; 340,000 tested, under 10 active; active = well fitted inhibition curve with a large enough effect in the main read-out, with a control signal flat, not every such curve was filed as active; inconclusive = small, poorly fitted or top-dose-only effect, or effect the other way, or a change in a side signal; inactive = no such curve, though single readings can be large or run the other way; also: potency is read from the fitted curve at half-maximal effect; % of control where 0% means no effect
Target sequence (Q99816 whole entry, looked up): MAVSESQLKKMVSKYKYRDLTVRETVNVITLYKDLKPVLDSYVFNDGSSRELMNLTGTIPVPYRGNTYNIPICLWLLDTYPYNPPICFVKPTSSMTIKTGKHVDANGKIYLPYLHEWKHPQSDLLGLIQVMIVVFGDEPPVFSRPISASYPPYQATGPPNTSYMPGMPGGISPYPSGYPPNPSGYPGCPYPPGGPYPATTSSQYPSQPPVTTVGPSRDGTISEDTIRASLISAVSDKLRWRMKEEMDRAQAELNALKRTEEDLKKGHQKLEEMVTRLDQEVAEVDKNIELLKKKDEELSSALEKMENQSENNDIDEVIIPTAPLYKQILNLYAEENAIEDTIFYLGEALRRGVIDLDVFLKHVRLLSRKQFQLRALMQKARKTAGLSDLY
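Steps: Tsg101 binding domain dispensed (10 uM final), compounds pinned in DMSO, FITC-labeled PTAP-motif peptide added (50 nM final); after 20 min binding at room temperature, polarization measured.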
TCR act: activates T cell receptor signaling. primary human leukocytes, anti-CD3, IL-2 HTRF, 48 h. Potency, µM (doses to about 9.22 µM), for inactives: top-dose activation of IL-2 secretion, usual class: activators. 330,000 tested, under 10 active; also: % of control where 0% means no effect
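HTRF read-out of IL-2 secretion: europium cryptate donor excited at 320nm, d2 acceptor emission at 665nm. Cells were primary human leukocytes incubated 48 hr with compounds and a-CD3 beads, supplying TCR signal only.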
MLL CXXC-DNA inh: blocks binding of human MLL CXXC domain to DNA; Q03164; MLL-CXXC / FITC-HOXA9 DNA fluorescence polarization; Potency, µM (doses to about 115 µM), for the others: at the highest dose activity change, negative = inhibition, actives largely listed as inhibitors; actives 0.037% (n = 290,000); active = well fitted inhibition curve with a large enough effect in the polarisation, with a control signal flat, not every such curve was filed as active; inconclusive = small, poorly fitted or top-dose-only effect, or effect the other way, or a change in a side signal; inactive = no such curve, though single readings can be large or run the other way; the % refers to the polarisation; also: potency is read from the fitted curve at half-maximal effect
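Fluorescence polarization: 7 uM MLL-CXXC (stock) preincubated 5 min with compounds, then 50 nM fluorescein-HOX-A9 DNA (stock) added; 30 min ambient. Buffer 50 mM Tris-HCl pH 7.5, 50 mM NaCl, 1 mM DTT, 0.05% BSA.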
TRPV1 ag: human TRPV1 agonism | Q8NER1 | TRPV1-expressing cells, Fluo-8 calcium influx, agonist mode | AID 540275 | actives 0.19% (n = 320,000) | activation, % at 8.33 µM; in the data active = activation above about 80%; inconclusive = between about 30% and that limit; also: 0% is about no effect
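TRPV1-expressing cells were cultured overnight at 35.5C and loaded with Fluo-8 calcium dye for 40 to 90 min at room temperature. After a 10 s baseline, compound was added and calcium influx was read kinetically for 3 min (ex 480/em 520 nm).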
B2AR arrestin: agonists driving beta-arrestin recruitment to human beta2-adrenergic receptor; P07550; beta-arrestin recruitment to beta2AR, cell-based reporter; Potency, µM (doses to about 46.1 µM), for the others: at the top dose activation, most hits filed as activators; actives 0.02% (n = 330,000); AID 492947;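 also: potency is read from the fitted curve at half-maximal effect; 0% = DMSO controls and full agonism = EC100 isoproterenol or metaproterenol; nearly all actives have a fitted effect of over 65% in size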
Target sequence (P07550 whole entry, looked up): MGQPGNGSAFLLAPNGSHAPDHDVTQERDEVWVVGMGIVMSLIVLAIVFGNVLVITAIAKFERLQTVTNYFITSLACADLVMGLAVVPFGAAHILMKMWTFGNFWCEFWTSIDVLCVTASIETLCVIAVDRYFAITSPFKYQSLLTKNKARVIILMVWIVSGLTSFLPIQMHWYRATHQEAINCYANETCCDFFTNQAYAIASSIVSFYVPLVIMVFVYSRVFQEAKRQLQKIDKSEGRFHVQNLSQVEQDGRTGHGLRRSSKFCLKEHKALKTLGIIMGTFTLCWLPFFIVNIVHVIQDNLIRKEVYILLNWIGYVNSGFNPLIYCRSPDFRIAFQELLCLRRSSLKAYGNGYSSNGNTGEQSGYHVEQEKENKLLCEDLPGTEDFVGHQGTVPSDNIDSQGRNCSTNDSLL
Integrin act MD: activates integrin-mediated alleviation for muscular dystrophy. alpha7betagal myoblasts, beta-gal FDG fluorescence, 48 h. Potency, µM (titrated, usually from 38.3 µM), inactives show at the top dose activation, hits mostly activators. actives 0.064% (n = 350,000). AID 624291;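 also: potency is read from the fitted curve at half-maximal effect; 100% = response of the positive control SU9516; nearly all actives have a fitted effect of over 60% in size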
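alpha7betagal+/- myoblasts (passage 13, 250/well) treated 48 h at 37C with compounds at 1:260 dilution of DMSO stock. Lysed, then beta-galactosidase activity read as FDG fluorescence (ex 480/em 540) after 30 min, with pre-read for autofluorescence.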
BRCA1 expr act: BRCA1 expression activation | MCF7-BRCA1-FFLuc reporter, luminescence, 48 h; response scale: scaled: vehicle 0%, 10 µM genistein 100% | Potency, µM (doses to about 46.1 µM), for the others: at the highest dose activation, most hits filed as activators | actives 1.1% (n = 380,000) | AID 624202; also: potency is read from the fitted curve at half-maximal effect; nearly all actives have a fitted effect of over 80% in size; some results filed as inactive show a strong effect at the top dose
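Reporter cells (MCF7, BRCA1 promoter-firefly luciferase) received library compounds across a concentration series for 48 h. End-point luminescence was measured and concentration-effect curves derived after normalization.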
ELG1 repair inh: blocks ELG1-dependent DNA repair in HEK293T cells | HEK293T ELG1-luciferase reporter, luminescence, 16 h; DNA damage induced by 5-fluorouridine | Potency, µM (series often up to 46.1 µM), for inactives: top-dose activity change, negative = inhibition, usual class: inhibitors | actives 2.3% (n = 330,000) | AID 504467; also: potency is read from the fitted curve at half-maximal effect; % is scaled to controls: 0 for no effect and ±100 for the full control effect; nearly all actives have a fitted effect of over 55% in size
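Luminescence from the luciferase reporter, measured 30 min after ONE-Glo reagent at room temperature, was the read-out. Beforehand, 2,000 cells per well were exposed for 16 hr at 37 °C to 5-fluorouridine together with compound or vehicle.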
AT treatment: potential ataxia-telangiectasia treatment; […] A-T fibroblasts, KAP-1 phosphorylation AlphaLISA; neocarzinostatin DNA damage 30 min before lysis; Potency, µM (top dose mostly 57.5 µM), for inactives: at the top dose activation, hits mostly activators; actives 0.19% (n = 320,000); also: potency is read from the fitted curve at half-maximal effect; % of control where 0% means no effect; nearly all actives have a fitted effect of over 45% in size
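ATM-like activity read as KAP-1 phosphorylation via AlphaLISA donor/acceptor antibody pairs after lysis and 6 hr at 25C. Cells were ATM-null patient fibroblasts ([…], hTERT), dosed 60 min, then exposed to the DSB inducer NCS for 30 min.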
p53 reactivator: re-activators of mutant p53; H1299 p53-A138V BP100-luciferase reporter, luminescence, 24 h; Potency, µM (series often up to 92.2 µM), inactives show top-dose activity change, positive = activation, usual class: activators; actives 0.063% (n = 320,000); AID 504706; also: potency is read from the fitted curve at half-maximal effect; % of control where 0% means no effect; nearly all actives have a fitted effect of over 45% in size
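H1299 (p53-null), stable ts p53-A138V + BP100-Luc; 1000 cells/well, Opti-MEM/10% FBS; cpd 4 pt, 1:5; 24 h, 37 deg C, 5% CO2; detection reagent 10 min RT; luminescence.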
Active calls of the source: *; u = inconclusive; x = no result given; [ ] = remark or other dose. Unless noted, calls follow the shape of the dose curve; as a rule, active = well fitted curve in the direction sought with a large enough effect; inconclusive = small, poorly fitted or top-dose-only effect, or another doubt; inactive = no such curve, though single readings can be large; an effect the other way counts as inactive or inconclusive.

Preview (6 entries):
Order of results: p53 reactivator, B2AR arrestin, PTAP TSG101 blk, ELG1 repair inh, BRCA1 expr act, TCR act, TRPV1 ag, Integrin act MD, MLL CXXC-DNA inh, AT treatment
- c1ccc(SSc2ccccc2)cc1
→ 1%, -0.2%, 0%, 0%, -4%, -5%, -3, x, 0%, 4%
- O=C(CSCc1ccccc1Br)NNC(=S)NCc1ccco1
→ 0%, -1.1%, 0%, -2%, -26%, 1%, 6, -7%, 1%, 5%
- CCC1Sc2ccc(S(=O)(=O)Nc3cc(OC)cc(OC)c3)cc2NC1=O (centres undefined)
→ -6%, 0.1%, -11%, u, -12%, 1%, -2, 5%, -8%, 15%
- O=C(c1ccc([N+](=O)[O-])o1)N1CCc2ccccc2C1
→ 27%, 0.3%, 0%, -9%, -64%, -1%, 4, u, 6%, 2%
- COc1ccc(Cn2c(O)c(C=Nc3ccccc3)c3ccccc3c2=O)cc1
→ 7%, -1.0%, 8%, -24%, -13%, -5%[46.1 µM], -8, 6%, -1%, -4%
- O=C(COC(=O)c1ccc2ccccc2n1)Nc1ncc(C(F)(F)F)cc1Cl
→ 2%, -0.1%, 0%, 16%, -5%, -5%, -2, 7%, 16%, 6%

Results (from the top)
Order of results: p53 reactivator, B2AR arrestin, PTAP TSG101 blk, ELG1 repair inh, BRCA1 expr act, TCR act, TRPV1 ag, Integrin act MD, MLL CXXC-DNA inh, AT treatment
- c1ccc(SSc2ccccc2)cc1
→ 1%, -0.2%, 0%, 0%, -4%, -5%, -3, x, 0%, 4%
- O=C(CSCc1ccccc1Br)NNC(=S)NCc1ccco1
→ 0%, -1.1%, 0%, -2%, -26%, 1%, 6, -7%, 1%, 5%
- CCC1Sc2ccc(S(=O)(=O)Nc3cc(OC)cc(OC)c3)cc2NC1=O (centres undefined)
→ -6%, 0.1%, -11%, u, -12%, 1%, -2, 5%, -8%, 15%
- O=C(c1ccc([N+](=O)[O-])o1)N1CCc2ccccc2C1
→ 27%, 0.3%, 0%, -9%, -64%, -1%, 4, u, 6%, 2%
- COc1ccc(Cn2c(O)c(C=Nc3ccccc3)c3ccccc3c2=O)cc1
→ 7%, -1.0%, 8%, -24%, -13%, -5%[46.1 µM], -8, 6%, -1%, -4%
- O=C(COC(=O)c1ccc2ccccc2n1)Nc1ncc(C(F)(F)F)cc1Cl
→ 2%, -0.1%, 0%, 16%, -5%, -5%, -2, 7%, 16%, 6%
- O=C(COC(=O)CCS(=O)(=O)c1ccc(Cl)cc1)NCCc1ccccc1
→ -16%, -0.4%, 0%, u, 4%, -7%[46.1 µM], 0, -18%, 0%, -4%
- CSC(=NC#N)N1CCN(C(=NC#N)SC)CC1
→ -6%, 0.3%, -6%, 7%, 1%, 6%, 5, -43%, -3%, -4%
- CCOC(=O)CSc1ccccn1
→ 1%, -0.2%, -1%, 5%, 27%, -2%, -4, 44%, 7%, 4%
- Cc1cc(C)c(NC(=O)COC(=O)C2CCN(c3ccc(C(F)(F)F)cn3)CC2)c(Cl)c1
→ 9%, 0.5%, 0%, 14%, -2%, 1%, 8, 21%, x, -11%
- COc1ccccc1OCc1ccc(C(=O)NCC2CCCO2)o1 (centres undefined)
→ -1%, -0.2%, -2%, -1%, 29%, 6%, -1, 15%, -3%, -1%
- O=C(NC1(C(F)(F)F)N=C2SCCN2C1=O)c1ccccc1F (centres undefined)
→ -2%, 0.0%, -1%, 15%, 4%, -3%, 0, -8%, -2%, -1%
- CCc1nnc(NC(=O)C2CCN(S(=O)(=O)Cc3ccccc3)CC2)s1
→ -5%, 0.0%, 1%, -10%, -12%, -2%[46.1 µM], 0, -8%, 4%, 2%
- COc1ccc(S(=O)(=O)N(C)CC(=O)N2CCCC2)cc1Cl
→ -9%, -0.2%, -8%, 9%, -7%, 1%, 3, -4%, -2%, -4%
- Cc1ccc(S(=O)(=O)Oc2ccccc2)cc1
→ x, x, -2%, x, 14%, -9%, x, -34%, x, x
- CC(C)OCCCn1c(=NC(=O)c2ccncc2)c(C#N)cc2c(=O)n3ccccc3nc21
→ -4%, -0.6%, -8%, -25%, 1%, x, 0, 7%[7.66 µM], -3%, -1%
- Cc1ccc(OC(C)C(=O)N2CCN(c3ccccn3)CC2)cc1 (centres undefined)
→ x, x, 2%, x, 5%, 2%, x, -15%, x, x
- CCCC(=O)Nc1cccc(Oc2nc(C)cc(C)c2C#N)c1
→ -8%, -0.4%, -8%, 0%, -28%, 17%, 4, 9%, -10%, 8%
- O=C1NC(=O)C(c2ccc(Cl)cc2)N1 (centres undefined)
→ x, 0.0%, -2%, -3%, 0%, 1%, -3, u, 2%, -7%
- CCC(CO)NCc1ccc(OCC(=O)Nc2cccc(C(F)(F)F)c2)c(OC)c1 (centres undefined)
→ 3%, -0.5%, 1%, 5%, -27%, -3%[46.1 µM], 5, -40%[inhibitor], 12%, -4%
- CN(C)c1ccc(/C=C(\C#N)C(=O)OCC(=O)N(C)C2CCS(=O)(=O)C2)cc1 (centres undefined)
→ 17%, -0.5%, 25%, 0%, 0%, -2%, 10, -8%, x, -11%
- COc1ccc(N2C(C(C)=O)=NN(c3ccccc3)C2c2cccs2)cc1 (centres undefined)
→ -2%, -0.3%, x, -17%, x, x, 0, x, 23%, x
- CCNC(=O)CN1C(=O)NC(CCc2ccccc2)C1=O (centres undefined)
→ 3%, -0.3%, -3%, 5%, -1%, -5%, -2, 7%, -23%, -1%
- COC(OC)C1(CCc2ccccc2)NC(=O)NC1=O (centres undefined)
→ x, x, -4%, x, -6%, -1%, x, 5%, x, x
- CCc1ccc(Cc2cnc(NC(=O)C3=NCCN3)s2)cc1
→ 3%, 0.0%, -2%, u, 9%, 0%, 4, -18%, 21%, 4%
- c1cc2c3c(cccc3c1)NC(c1ccc3c(c1)OCO3)N2
→ -5%, 0.3%, -6%, 17%, -70%, 4%, 7, u, -7%, -23%
- Cc1nc(-c2ccc(F)cc2)c(CC(=O)N2CCN(S(=O)(=O)c3ccccc3Br)CC2)s1
→ -4%, -0.5%, x, -18%, -27%, -15%, -5, 11%, -5%, 0%
- CCN(c1ccccc1)c1nc(Cl)nc2c1cnn2C
→ x, x, -3%, x, -24%, 11%, x, 9%, x, x
- COc1cc(OC)c(C(=O)OCC(=O)NCCc2ccccc2)cc1OC
→ -2%, -0.3%, -6%, -5%, -21%, 1%, 2, 6%, 0%, 3%
- COc1ccc(N=C2SC(C(=O)Nc3ccc(C(=O)O)cc3)CC(=O)N2Cc2cccs2)cc1 (centres undefined)
→ -4%, 7.2%, -1%, 1%, -13%, -1%, 5, -6%, -11%, 6%
- CCOc1ccc2oc(C(=O)N3CC(C)OC(C)C3)c(C)c2c1 (centres undefined)
→ -1%, -0.4%, -7%, 9%, 73%, 0%, 30, -7%, -1%, 4%
- Cc1cc2cc(CN(Cc3ccco3)C(=O)NCc3ccccc3)c(=O)[nH]c2cc1C
→ 0%, 0.1%, 3%, u, -12%, 1%, -2, 6%, -1%, -8%
- COC1OCC(O)C(OC(=O)c2ccccc2)C1OC(=O)c1ccccc1 (centres undefined)
→ x, x, -6%, x, -3%, -6%, x, 9%, x, x
- Cc1ccccc1OCC(=O)Nc1cc(Cl)ccc1Oc1ccccc1
→ -5%, -1.5%, -3%, -4%, -33%, -4%[46.1 µM], 6, 4%, 2%, 8%
- N=c1nc(-c2ccccc2)ccn1O
→ -2%, -0.7%, -1%, -8%, -2%, 1%, 0, 2%, -4%, -3%
- Cc1cc(NC(=O)CCC(=O)N(Cc2cccs2)C(C)(C)C(=O)NC2CCCCC2)no1
→ -5%, -0.4%, -2%, -2%, -5%, 7%, 0, 2%, -7%, 3%
- COc1ccc(C2C(C(=O)NCc3ccccn3)CCC(=O)N2c2cc(OC)c(OC)c(OC)c2)cc1 (centres undefined)
→ -1%, 0.4%, 1%, -13%, -15%, 6%, 2, -17%, -5%, -1%
- FC(F)(F)c1cccc(N2CCN(CC3CC4C=CC3C4)CC2)c1 (centres undefined)
→ 5%, 0.2%, -2%, u, -3%, 2%, 16, -6%, 6%, u
- COc1ccc(C2=Nn3c(nnc3-c3cccnc3)SC2)cc1
→ 30%, -0.9%, -3%, 8%, -34%, -2%[46.1 µM], 12, -2%[7.66 µM], 1%, 3%
- CC1CCCN(S(=O)(=O)c2ccc(NC(=O)[C@@H]3CCCN3C(=O)c3cccs3)cc2)C1 (some centres undefined)
→ -3%, 0.4%, -12%, 3%, -21%, 0%, 0, -1%, x, -12%
- CC1Cc2ccccc2N1C(=O)COC(=O)c1ccc(Cl)nc1 (centres undefined)
→ 1%, -0.1%, -3%, 4%, -6%, x, 7, 11%, 0%, 1%
- CC1CCN(S(=O)(=O)c2cn(CC(=O)Nc3cccc(C#N)c3)cn2)CC1
→ -4%, -0.1%, 1%, 0%, 6%, 0%, 2, -7%, -1%, 5%
